Source: PubChem
PglD inh – inhibitors of Campylobacter jejuni PglD acetyltransferase | purified PglD enzyme, DTNB colorimetric CoA detection | inhibition, % at 12.5 µM | 0.098% of 360,000 active | AID 602405; in the data active = inhibition above about 16%, passing the limit was not always enough; inconclusive = no clear call, values can overlap the other calls; note: strong numbers were not always called active
Cneo AK release – causes C. neoformans cell lysis; adenylate kinase release luminescence, 4 h; normalised: neutral wells 0, clomiphene wells 100; lysis activity, % at 15 µM; 0.2% of 360,000 active; AID 651654;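 active = mean lysis activity across replicates of at least 80%, whatever share of replicates individually reach that level; inactive = mean lysis activity below 80%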
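Assay system: Cryptococcus neoformans yeast cells / Dosing: single-point compound dose / Timing: 4 h at 37 °C static, read 1 h later / Measured by: luminescence of released adenylate kinase using an AK detection reagent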
ARNT TACC3 PPI – ARNT/TACC3 interaction disruption; Q9Y6A5; AlphaScreen His-ARNT PAS-B/GST-TACC3 binding, luminescence; TACC3 fragment carries E629A point mutation; inhibition, % at 9.99 µM; 0.66% of 390,000 active; AID 623870;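 active = mean inhibition of replicates at least 50% and at least half of replicates each reaching 50%; inconclusive = half or more replicates reach 50% but mean below 50%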;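 note: 0% = complete ARNT plus TACC3 wells and 100% = ARNT alone without TACC3; many hits fall short of the cut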
C2C12 statin – suppressors of simvastatin-induced myotoxicity in C2C12 myotubes; ATP luminescence, 48 h; scaled: DMSO 0, geranylgeraniol control 100; rescue of ATP level, % at 7.49 µM; 0.78% of 330,000 active; AID 602340;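 active = mean ATP rescue above about 67%, or every replicate alone reaching that limit, limit read from the data, passing the limit was not always enough; inconclusive = no clear call, values can overlap the other calls; inactive = mean under the limit and some replicate under it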;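 note: myotubes were challenged with 10 µM simvastatin during compound exposure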
LGR2 inh – Drosophila LGR2 receptor signaling inhibition; HEK293 LGR2, CRE-luciferase, bursicon-stimulated, 4 h; inhibition, % at 9.99 µM; 0.35% of 380,000 active; AID 720647;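 active = drop in luminescence signal, shown as inhibition above about 50% in the replicate tests, limit read from the data, passing the limit was not always enough; inconclusive = probably only some replicates passing the limit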;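 note: agonist challenge used bursicon conditioned medium at about half maximal strength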
GSIS activator – primary screen for activators of insulin secretion dependent on glucose, INS-1E cells, GLuc reporter luminescence; INS-1E GLuc reporter insulin secretion, 2-3 h; activation, % at 16.6 µM; 0.61% of 370,000 active; AID 743287;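 active = lowest replicate activation of at least 40%, so every replicate reaches that level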;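 note: 0% = median of neutral control wells and 100% = median of IBMX positive control wells; some compounds called inactive have numbers as strong as hits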
PAX8 reporter – lowers PAX8-driven luciferase in RMG-I cells; inhibition, % at 12.6 µM; 1.2% of 360,000 active; RMG-I TPO-luciferase reporter, SteadyGlo, 24 h; AID 652154;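 active = mean replicate inhibition at least 60% with every replicate also reaching 60%; inconclusive = only one of the two criteria is met; inactive = mean below 60% and not all replicates reaching 60%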;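 note: luciferase light reporting Pax8 driven TPO promoter activity; plate controls were median of neutral control wells for no effect and mitoxantrone controls for full effect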
PGC1a acetyl inh – PGC1a acetylation modulation, inhibitor mode. 0.17% of 350,000 active. inhibition, % at 15.6 µM. U2OS PGC1a acetylation, AlphaScreen anti-acetyl-lysine; with virally co-expressed GCN5 acetyltransferase;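 active = every replicate shows inhibition of at least 40%; inconclusive = mean inhibition at least 40% but some replicate below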;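 note: 0% = neutral control wells and 100% = positive control wells; some results beyond the cut were filed as inactive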
An asterisk follows results filed as active; ? = inconclusive; . = no result given; & = joins results of further samples.

SMILES	PglD inh	Cneo AK release	ARNT TACC3 PPI	C2C12 statin	LGR2 inh	GSIS activator	PAX8 reporter	PGC1a acetyl inh
CC(=O)N1[C@H](CO)[C@@H]2c3ccccc3N(C(=O)c3ccc(F)cc3)C[C@@H]21	1	-1	2	-7	9	11	-11	3
Cc1cc(C)c(S(=O)(=O)N(CC(=O)N2CCCC2)C2CCCCC2)c(C)c1	12	-3	-1	-18	.	.	7	-10
O=C(NNC(=S)NCc1ccc(Cl)cc1)c1ccc(Br)o1	.	.	-4	.	2	-4	-12	.
COc1ccccc1S(=O)(=O)N1CCNC(=O)C1	2	-1	-2	13	-26	-3	-8	0
CCOc1ccc(C(=O)COc2ccc(NC(C)=O)cc2)cc1	-3	0	-3	2	.	.	.	-13
CO[C@H]1CN(C)C(=O)c2cc(NC(C)=O)ccc2OC[C@H](C)N(C(=O)c2ccc(F)cc2)C[C@@H]1C	0	0	-1	-1	24	-6	.	-2
Cc1noc(C)c1NC(=O)N(C)C[C@@H]1OCCCC[C@@H](C)Oc2ccc(NS(=O)(=O)c3c(C)noc3C)cc2C(=O)N([C@H](C)CO)C[C@H]1C	0	-3	-1	12	-12	13	1	5
C[C@H]1CN([C@@H](C)CO)C(=O)c2cc(NC(=O)Nc3ccc4c(c3)OCO4)ccc2O[C@H]1CN(C)Cc1ccc(Cl)c(Cl)c1	2	6	-7	19	-10	-23	.	3
Cc1onc(-c2ccccc2)c1-c1n[nH]c(=S)n1-c1ccc(C(=O)O)cc1	-6	4	-11	0	7	19	.	.
COc1ccc(C(=O)NCCSc2ccc(C)cc2)cc1	0	7	-1	-6	5	-3	11	6
C[C@@H](C(=O)Nc1cccnc1)n1c(=O)[nH]c2ccccc2c1=O	1	-1	-16	-5	-7	31	-15	-7
O=C(NC1CC(=O)N(c2ccccc2)C1)C1CC1 (stereo not given)	-2	-2	-10	3	5	9	-7	.
CC(C)(C)c1nc2scc(-c3cccs3)c2c(=O)o1	7	1	-1	-16	.	.	.	-8
COc1ccc(N2CCN(C(=O)c3ccc(CS(=O)(=O)c4ccc(OC)cc4)o3)CC2)cc1	4	1	-6	2	-21	3	6	3
CC(C(=O)Nc1cccc(S(=O)(=O)N2CCOCC2)c1)N1CCN(C)CC1 (stereo not given)	4	0	-6	3	21	31	-4	3
CC(C)NC(=O)N(C)C[C@@H]1OCCCC[C@@H](C)Oc2ccc(NC(=O)Nc3ccc(F)cc3)cc2C(=O)N([C@H](C)CO)C[C@@H]1C	-1&-2	-2&3	-10	0	.	14	-12&-2	9&-2
COc1cc(NS(=O)(=O)c2ccc(Nc3nc(-c4ccccc4)cs3)cc2)nc(OC)n1	.	.	-5	.	-25	4	-5	.
O=C(NC1CCCCC1)N[C@H]1CC[C@@H](CC(=O)N2CCOCC2)O[C@@H]1CO	2	0	0	2	6	3	-4	-6
O=C(Nc1ccccc1)/C(=C/c1ccc([N+](=O)[O-])cc1)NC(=O)c1ccccc1	0	1	-3	.	3	15	-5	2
C=CCn1c(SCC(=O)c2ccccc2)nnc1-c1cc2ccccc2o1	0	0	0	0	.	.	.	-1
CC(=O)Nc1cccc(NC(=O)COc2ccc3c(c2)CCC3)c1	5	-3	-5	-2	-31	35	-8	-3
CCc1nc2ccc(C(=O)NCCc3ccccn3)cn2c1N(C)Cc1cccs1	-3	-1	.	-46	10	7	-10	-8
Cc1cc(C)c2oc(C(=O)N3CCN(Cc4ccccc4)CC3)cc(=O)c2c1	10	2	-3	5	15	35	22	.
S=c1[nH]nc(COc2ccccc2)n1/N=C/c1ccccc1Cl	-6	1	0	0	7	-27	8	1
COc1ccccc1OCCNC(=O)c1cc([N+](=O)[O-])cc([N+](=O)[O-])c1	.	.	-1	.	9	-2	3	.
Cc1ccc(OCc2cc(C(=O)N3CCC(c4ccccc4Cl)C3)no2)cc1C (stereo not given)	-3	-4	10	8	-35	-5	-10	-12
CCc1nc2c(OC)cccn2c1N(C)C(=O)c1ccccc1F	5	0	.	-10	-6	-10	8	-22
CC(C)(C)CNC(CO)C12CC3CC(CC(C3)C1)C2 (stereo not given)	8	1	0	-1	.	.	.	-18
O=S(=O)(NC1CCCCC1)c1cccs1	-2	-2	-2	2	11	-2	-5	15
CC(=O)OC[C@@H]1CN(Cc2cccc(C(F)(F)F)c2)C[C@H](n2cnc3c(NCc4ccco4)ncnc32)O1	5	-1	.	11	1	.	27	-10
COc1ccc(CCNC(=O)c2oc3ccc(S(=O)(=O)N4CCOCC4)cc3c2C)cc1OC	-3	-1	-2	4	.	.	.	5
O=C(/C=C/c1cccs1)c1ccco1	1	-2	-2	-2	-15	4	-4	-5
O=C(NCC[C@H]1CC[C@H](NC(=O)C2CCCCC2)[C@H](CO)O1)c1ccc(F)cc1	0	4	-1	-3	7	23	-2	0
COc1ccc(C(=O)COC(=O)c2ccccc2O)c(OC)c1	2	-2	-24	-1	-52	4	-166	-2
CCOC(=O)N1CCN(C(=O)C2CCN(S(=O)(=O)c3cc(OC)ccc3OC)CC2)CC1	.	.	5	.	-13	11	14	2
CC(C)C[C@H](NC(=O)N1CC(=O)Nc2ccccc21)C(=O)N1CCC(C(=O)O)CC1	4	1	-7	3	-12	14	-1	1
C[C@H]1CN([C@@H](C)CO)C(=O)c2cc(NC(=O)NC3CCCCC3)ccc2O[C@H]1CN(C)Cc1ccc(Cl)c(Cl)c1	2	-1	-4	.	12	-16	.	-2
Cc1ccc(CNC(=O)C(=O)NCC2OCCN2C(=O)c2ccc3c(c2)OCO3)cc1 (stereo not given)	1	-3	-6	.	-6	3	-15	-4
CCOC(=O)c1c(NC(=O)CS(=O)(=O)c2cn(CC)c3ccccc23)sc2c1CCCCC2	6	-1	-5	-7	.	.	-13	18
Fc1ccc(C(c2nnnn2C2CCCC2)N(Cc2ccco2)CC2CCCO2)cc1 (stereo not given)	-2	-1	.	.	23	-12	.	-36
Cc1onc(-c2ccccc2Cl)c1C(=O)N[C@@H](C)c1ccccc1	5	-1	.	8	14	8	-3	-3
Cc1ccn2c(C(=O)CSc3ccccc3)c(C)nc2c1	.	.	-2	.	-24	12	-59	4
CC1(C)Cc2c(C#N)c(OCC(=O)c3ccc(Cl)cc3)nc(-c3ccoc3)c2CO1	1	-4	18	.	.	.	.	-1
O=C(C[C@H]1C[C@H]2c3cc(NC(=O)C4CCC4)ccc3O[C@H]2[C@@H](CO)O1)NCC(F)(F)F	1	-7	-6	4	8	-1	-3	0
COCCCNCCCCOc1ccccc1-c1ccccc1	2	1	10	12	-8	24	17	-8
CC[C@]12c3[nH]c4ccc(OC)cc4c3CCN1C(=O)C(CC(=O)NCc1cccc(C(F)(F)F)c1)C[C@@H]2C(=O)N1CCN(C(=O)c2ccco2)CC1 (stereo not given in full)	1	-8	-2	5	21	-5	1	7
O=C(O)C1CC(=O)N(c2ccc(OCc3ccc(Cl)cc3Cl)cc2)C1 (stereo not given)	-2	-3	-6	-10	7	9	.	-16
Cc1ccc(NC(=O)Cn2nnc(C(=O)NCCc3ccccc3)c2N)c(C)c1	-2	1	.	-6	.	.	.	1
O=S(=O)(c1ccc(F)cc1)c1snnc1-c1ccccc1	.	.	-8	.	58*	-8	58	.
CCn1cc(C2=NC(CC(C)C)CO2)c2ccccc21 (stereo not given)	.	.	2	-6	-37	-9	-53	.
Cc1cccc(NS(=O)(=O)c2ccc3[nH]c(=O)cc(C(=O)O)c3c2)c1	.	.	0	.	9	7	3	.
O=C(C[C@H]1CC[C@@H](NC(=O)Nc2cc(F)ccc2F)[C@H](CO)O1)NCc1ccc2c(c1)OCO2	2	0	8	29	-4	-1	-20	-5
CC(=O)Nc1ccc(Oc2ccc(NC(C)=O)c(NC(C)=O)c2)cc1	.	.	-3	.	-2	-2	-4	13
CCCn1nc(CC(=O)O)c2ccccc2c1=O	-5	1	-6	-3	6	3	.	-6
C/C=C/c1ccc2c(c1)O[C@H](CN(C)C(=O)CC)[C@H](C)CN([C@@H](C)CO)S2(=O)=O	2	-4	-3	20	4	-8	.	-10
Cc1ccc(CN(CC(=O)N/N=C/c2ccco2)S(=O)(=O)c2ccc(C)cc2)cc1	-3	1	10	?	.	.	.	0
Cc1cc(NC(=O)c2ccccc2F)ncc1NC(=O)c1cccs1	.	.	24	2	-14	7	-43	-3
CCCC1C(=O)N(Cc2ccccc2)C(=O)CC1C (stereo not given)	-6	8	-16	.	-23	18	18	-10
COc1cc(-c2nc3ccc4ccccc4c3c3c2CCC3)ccc1O	1	3	0	.	-19	-5	4	.
CCC(=O)N1[C@@H](CO)[C@@H](c2ccc(C3=CCCC3)cc2)[C@@H]1CNC(=O)CN(C)C	-2	.	5	-31	-1	-8	-9	-19

Next part:
SMILES	PglD inh	Cneo AK release	ARNT TACC3 PPI	C2C12 statin	LGR2 inh	GSIS activator	PAX8 reporter	PGC1a acetyl inh
COc1ccc(C(=O)OCC(=O)NC(=O)NC(C)C)cc1OC	.	.	.	.	-24	62	-4	9
COc1ccc(NC(=O)CSCC(=O)NCc2ccco2)cc1	-7	3	-3	15	-16	-2	-5	0
CCOc1ccc(N(CC(=O)NCc2ccco2)S(=O)(=O)c2ccc(OC)c(OC)c2)cc1	4	5	.	108*	-12	6	.	-8
CCCCOC(=O)c1ccc(NC(=S)NC(=O)c2c(Br)c(C)nn2C)cc1	1	-2	0	.	-5	-28	41	-14
COc1cccc(NC(=O)NCc2ccccn2)c1	-2	1	-3	0	-5	12	-40	.
CC1OC2C(OC1C)N(S(C)(=O)=O)CCN2S(C)(=O)=O (stereo not given)	1	-2	6	-3	4	7	.	.
COCC#Cc1cnc2c(c1)C(=O)N([C@H](C)CO)C[C@@H](C)[C@@H](CN(C)C(=O)c1cccc(F)c1)O2	0	1	-4	1	11	19	-5	11
CC(=O)Nc1cccc(C(=O)Nc2nc(C)cs2)c1	-9	0	-12	12	8	7	-32	7
O=C(c1ccc(NS(=O)(=O)c2ccc(Cl)cc2)cc1)N1CCOCC1	-2	5	-12	2	8	7	9	.
CCC(=O)N(C)CCc1cc2c(c(OC)c1/C=N/NC(=O)c1ccc(Br)cc1)OCO2	-5	1	-14	-7	2	-9	-10	7
O=C(NC(C(=O)N/N=C/c1ccccn1)c1n[nH]c(=O)c2ccccc12)c1ccccc1 (stereo not given)	.	.	22	1	-23	3	-15	8
COc1ccccc1NC(=O)C1CCN(C(=O)c2ccc(C(C)(C)C)cc2)CC1	-2	1	-47	-37	-11	-25	-65	16
COc1ccc(CN(C)C[C@@H]2OCCCC[C@H](C)Oc3ccc(NS(=O)(=O)c4c(C)noc4C)cc3C(=O)N([C@H](C)CO)C[C@H]2C)cc1	.	.	.	.	7	-13	-11	8
Cc1ccc2cc(NC(=O)C3(C)CCN3C(C)C)ccc2n1 (stereo not given)	1	1	.	-1	14	6	13	0
COc1ccc(NC(=O)CCC(=O)Nc2nnc(C(C)C)s2)cc1Cl	0	-1	.	5	14	9	3	-9
C=CC[C@@H](CC(=O)N[C@H](CO)Cc1ccccc1)C(=O)NCCOC(=O)[C@@H](CC=C)CC(=O)OC(C)(C)C	0	2	-2	1	-3	-37	-2	.
Cc1noc(C)c1NC(=O)N(C)C[C@@H]1Oc2c(NS(=O)(=O)c3ccc(F)cc3)cccc2C(=O)N([C@H](C)CO)C[C@H]1C	3	-11	0	19	1	11	-16	4
